# High-throughput results as filed in PubChem BioAssay.
# DENV2 CPE = inhibitors of DENV2 cytopathic effect, primary screen, cell-based, plate reader, single concentration. DENV2-infected cells, cytopathic effect rescue. CPE inhibition, % at 9.99 µM. actives 1.7% (n = 350,000); in the data active = CPE inhibition above about 20%, passing the limit was not always enough; inconclusive = no clear call, values can overlap the other calls; tested in BHK-21 cells;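 also: 0% = median of neutral control wells and 100% = median of positive control wells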
# F508del corr = F508del CFTR correction, initial screen, CFBE line, single point. CFBE cells, YFP halide quenching; stimulated with forskolin plus potentiator P3; % fluorescence drop versus neutral controls. activity (quench increase), % at 7.58 µM. actives 0.36% (n = 350,000). AID 720511, 2013;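 active = mean added fluorescence quench of at least 8% versus neutral control, with both replicates also reaching 8%; inconclusive = only one of the mean or replicate conditions met; inactive = mean below 8% and not both replicates reaching 8%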;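 also: cells transiently co-express mutant CFTR-F508del with the halide-sensitive YFP; corrector assay measuring rescue of mutant channel to the surface after 24 h compound exposure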
# EWS-Fli inh = EWS/Fli-driven NR0B1 reporter inhibitors, primary screen, A673 cells, NR0B1 luciferase, luminescence, MLPCN library; viability-normalised; inhibition, % at 12.6 µM; actives 0.67% (n = 350,000); AID 651661, 2012;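 active = mean inhibition of at least 50% after viability correction, with every replicate also passing that limit; inconclusive = mean reaches 50% but only one of two replicates passes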;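 also: firefly luciferase signal divided by Alamar Blue viability fluorescence both relative to DMSO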
# GSIS activator = GLuc luminescence reporter in INS-1E cells, primary screen for activators of glucose-dependent secretion of insulin; INS-1E GLuc reporter insulin secretion, 2-3 h; activation, % at 16.6 µM; actives 0.61% (n = 370,000);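 active = lowest replicate activation of at least 40%, so every replicate reaches that level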;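 also: 0% = median of neutral control wells and 100% = median of IBMX positive control wells; some compounds called inactive have numbers as strong as hits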
# FN deposition inh = inhibitors of fibronectin matrix deposition, primary screen, AH1F cells, Alexa488-fibronectin fluorescence, plate reader; AH1F fibroblasts, overnight; inhibition, % at 12.6 µM; actives 0.086% (n = 350,000); AID 743247, 2014;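 active = mean inhibition across replicates of 30% or more, regardless of how many single replicates reach that level; inconclusive = mean under 30% yet at least half of replicates reach 30%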;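 also: positive control wells lacked labelled fibronectin entirely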
#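 Measured by – fluorescence 485/525 nm · System – AH1F fibroblast monolayer, labelled fibronectin deposition · Amount – 10000 cells per well · Buffer or medium – serum-reduced DMEM (2% serum) · Doses – single dose, pinned · Also added – fluorescent fibronectin at 24 nM final · Schedule – 1 h cell attachment, overnight exposure to compound and label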
# miR-122 sensor = miR-122 Renilla sensor signal increase in Huh7, primary screen, miR-122 inhibitor project, cell-based, single point, plate reader; actives 0.3% (n = 340,000); Huh7 miR-122 Renilla luciferase sensor, 48 h; neutral wells = 0, positive control = 100; AID 602342, 2012; activation (reporter increase), % at 12.5 µM;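 active = mean replicate activation score at least 90 and every replicate individually at or above 90; inconclusive = only one of the two criteria met; inactive = neither criterion met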;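 also: higher luciferase means less miR-122 activity so hits act as miR-122 inhibitors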
# PAX8 inh HTS = inhibitors of PAX8-driven TPO luciferase reporter, primary screen, RMG-I cells, single concentration; AID 652154, 2013; actives 1.2% (n = 360,000); inhibition, % at 12.6 µM; SteadyGlo, 24 h;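 active = mean replicate inhibition at least 60% with every replicate also reaching 60%; inconclusive = only one of the two criteria is met; inactive = mean below 60% and not all replicates reaching 60%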;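 also: luciferase light reporting Pax8 driven TPO promoter activity; plate controls were median of neutral control wells for no effect and mitoxantrone controls for full effect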
# * = called active by the depositor; ? = inconclusive; . = no result given; [ ] = another dose, or the depositor's remark.
(1) O=C(N[C@@H](Cc1cccnc1)C(=O)N1CCC[C@H]1C(=O)NCCc1ccccc1Cl)c1ccccc1
(2) COc1ccc(S(=O)(=O)Nc2ccc3c(c2)C(=O)N([C@@H](C)CO)C[C@@H](C)[C@H](CN(C)Cc2ccccc2)OCCCC[C@H](C)O3)cc1
(3) CCC(=O)N(C)C[C@H]1Oc2cc(C#Cc3ccccc3)ccc2S(=O)(=O)N([C@H](C)CO)C[C@@H]1C
(4) Cc1ccc(S(=O)(=O)Nc2ccc3c(c2)C(=O)N([C@@H](C)CO)C[C@@H](C)[C@@H](CN(C)C)OCCCC[C@H](C)O3)cc1
(5) C#CCCOC(=O)N1C2=NC(C(=O)OC)=C(C(=O)OC)[C@@H]3N(C)c4ccc(OC)cc4[C@]23C[C@H]1C(=O)OC
(6) Cc1cc(C)cc(NC(=S)NCc2ccc3c(c2)OCO3)c1
(7) CCCCn1c(=O)[nH]c(=O)c2c1nc(-c1ccc3ccccc3c1)n2CC
(8) CCN(C(=O)C1CCCN(c2nc(-c3ccc(OC)cc3)no2)C1)c1ccccc1F (stereo not drawn)

assay / compound,1,2,3,4,5,6,7,8
DENV2 CPE,1,9,6,-10,14,.,6,12
F508del corr,-1.8,-0.5,0.8,0.5,2.5,.,1.0,5.3
EWS-Fli inh,-4,15,-101,-7,3,.,5,-5
GSIS activator,-21,-19,-20,5,3,6,.,-10
FN deposition inh,3,-1,-1,-6,-9,19,-2,-2
miR-122 sensor,.,-1[16.7 µM],41[16.7 µM],0[16.7 µM],-2,13,.,-4
PAX8 inh HTS,3,-1,7,87*,-6,11,29,-6

(9) C[C@@H]1CN([C@@H](C)CO)C(=O)c2cccc(NC(=O)c3ccc(-c4nccs4)cc3)c2O[C@@H]1CN(C)C(=O)Nc1ccc(F)cc1
(10) Cc1ccc(Cl)c(NC(=O)CN2C(=O)C(C)N(c3ccc(F)cc3)C2=O)c1Cl (stereo not drawn)
(11) C[C@H]1CN([C@@H](C)CO)C(=O)c2c(c3ccccc3n2C)-c2ccccc2CO[C@H]1CN(C)Cc1ccc2c(c1)OCO2
(12) COc1cccc2sc(Nc3nc(-c4ccncc4)cs3)nc12
(13) CCCCC(=O)N(C)c1c(C)nc2ccc(C(=O)NCCOc3ccc(OC)cc3)cn12
(14) C[C@H](CO)N1C[C@H](C)[C@@H](CN(C)Cc2ccc(C(=O)Nc3ccccc3N)cc2)Oc2ccc(NS(=O)(=O)c3ccccc3)cc2CC1=O
(15) Cc1noc(C)c1NC(=O)Nc1ccc2c(c1)C(=O)N([C@H](C)CO)C[C@H](C)[C@@H](CN(C)C(=O)Nc1ccc(F)cc1)O2
(16) CC1(C)CC2CC(C)(CN2C(=O)c2cc(-c3ccccc3)on2)C1 (stereo not drawn)

assay / compound,9,10,11,12,13,14,15,16
DENV2 CPE,-16,-4,-10,-9,-5,-4,?,-5
F508del corr,-0.8,-3.6,0.0,2.8,-0.3,4.4,0.0,-0.5
EWS-Fli inh,-6,-1,7,63*,6,31,-7,15
GSIS activator,-23,.,-18,1,-14,1,6,32
FN deposition inh,3,4,-8,12,.,.,3,-3
miR-122 sensor,1[16.7 µM],-14,.,.,3,34[16.7 µM],-6[16.7 µM],17
PAX8 inh HTS,-15,-1,.,-3,6,19,-16,20

(17) O=C(CCN1C(=O)c2ccccc2C1=O)NCCN1CCOCC1
(18) COCC(=O)NC1CCN(CC(=O)Nc2ccccc2[N+](=O)[O-])CC1
(19) CCn1cc(CN(C)C(=O)/C=C/c2ccc([N+](=O)[O-])cc2)c(C)n1
(20) O=C(Nc1cccc(F)c1)N1CC(=O)N2[C@@H](CO)[C@H](c3ccc(C#CC4CC4)cc3)[C@@H]2C1
(21) O=C(NCCn1cc(SCc2ccccc2F)c2ccccc21)c1c(F)cccc1F
(22) O=C(OCc1ccccc1)N1CCC2CC1c1cc(N3CCCCC3)ccc12 (stereo not drawn)
(23) CCOC(=O)c1c(C)[nH]c(C(=O)COC(=O)Cn2cc(C(F)(F)F)ccc2=O)c1C
(24) OC1CCCN(CC(O)COC(c2ccccc2)c2ccccc2)C1 (stereo not drawn)

assay / compound,17,18,19,20,21,22,23,24
DENV2 CPE,.,-13,.,9,0,4,0,1
F508del corr,.,-0.5,.,4.1,0.3,0.1,2.9,-0.2
EWS-Fli inh,.,1,.,-10,-25,-24,3,2
GSIS activator,.,-5,1,-14,.,-3,.,2
FN deposition inh,1,-6,5,.,4,7,-5,-10
miR-122 sensor,3,.,-5,.,2,26,.,2
PAX8 inh HTS,12,25,-6,.,-31,-55,-3,-17

# Other results.
# Fields – DENV2 CPE, F508del corr, EWS-Fli inh, GSIS activator, FN deposition inh, miR-122 sensor, PAX8 inh HTS
(25) CO[C@@H]1CN(C)C(=O)c2cc(NC(=O)c3cccc(Oc4ccccc4)c3)ccc2OC[C@@H](C)NC[C@H]1C
    ., -1.1, 15, 44, 23, -19[16.7 µM], .
(26) Cc1ccc(Nc2nc(C)c3c(n2)CC(C)CC3=O)c(C)c1 (stereo not drawn)
    -1, -0.2, -12, -6, -2, ., -17
(27) NS(=O)(=O)c1ccc(NC(=O)CSc2nc3c(c(=O)[nH]2)CCCC3)cc1
    1, -3.1, -14, -3, 2, -5, -19
(28) O=C(COC(=O)[C@H](Cc1ccccc1)NC(=O)c1ccco1)NC(c1ccccc1)c1ccccc1
    ., ., ., ., -11, -6, 19
(29) CCCCCC(C)NC(=S)NC(=O)c1cc(S(=O)(=O)N2CCOCC2)ccc1C (stereo not drawn)
    ., ., ., -10, 3, ., 25
(30) Cc1ccccc1NC(=O)C12CC3CCC1(C)C3(C)CO2 (stereo not drawn)
    ., 0.3, 4, 6, -18, ., 0
(31) Cc1noc(C)c1S(=O)(=O)N(C)C[C@H]1Oc2c(NC(=O)C3CCOCC3)cccc2C(=O)N([C@H](C)CO)C[C@H]1C
    ., -1.3, 7, 18, -1, 4[16.7 µM], -6
(32) CC(=O)OCc1cc(-c2nc3ccccc3[nH]c2=O)nn1-c1ccc(Cl)cc1
    4, 1.9, 11, 8, -1, ., 8
(33) COc1cc(C2C3=C(CCCC3=O)Nc3[nH]n(-c4ccccc4)c(=O)c32)ccc1OC(C)=O (stereo not drawn)
    18, 1.0, -2, 5, -2, -2, -18
(34) Cc1ccc(S(=O)(=O)N2CCOCC2)cc1NC(=O)COc1cccc(-n2cnnn2)c1
    -4, -1.7, 7, ., 3, -7, 5
(35) CCOC(=O)N1CCC(N2Cc3cccc(C(=O)NCc4ccc(C)cc4)c3C2=O)CC1
    4, 0.5, -2, 7, 0, -4, -5
(36) CCCC(=O)Nc1ccc2c(c1)C(=O)N(C)C[C@@H](OC)[C@H](C)CN(C(=O)CN(C)C)[C@@H](C)CO2
    -5, -2.5, -2, -1, 7, -9[16.7 µM], .
(37) COC(=O)c1ccc2nc(NC(=O)C(C)(C)C)sc2c1
    3, 1.9, 54*, -24, 3, ., 13
(38) COc1ccc(-c2sc3cc4c(cc3c2C#Cc2ccc(N)cc2)OCO4)cc1
    ., -0.9, -40, ., -7, 8, -8
(39) C/C(=N\NC(=O)c1ccccc1O)c1cccs1
    3, -8.7, 28, 15, 1, -2, 33
(40) CCCOc1ccc2c(c1)C(=NN=C(N)N)c1cc(OCCC)ccc1-2
    0, -1.2, 50, 124, 10, -2, 13
(41) COc1ccc(CN(C)C[C@H]2Oc3ccc(NC(=O)NC4CCCCC4)cc3C(=O)N([C@@H](C)CO)C[C@@H]2C)cc1
    -3, -1.3, -6, 17, ., 1[16.7 µM], 2
(42) O=C(Cc1c(Cl)cccc1Cl)OCC(=O)N1CCOCC1
    -5, 2.8, -1, 9, -5, 4, 4
(43) C[C@@H]1CN([C@H](C)CO)C(=O)c2cccc(NS(=O)(=O)c3ccc(Cl)cc3)c2O[C@@H]1CN(C)CC1CCCCC1
    5, 0.0, -5, -7, -6, 3[16.7 µM], 1
(44) C=CC[C@@H](CC(=O)NCCO)C(=O)N[C@H](COC(=O)[C@@H](CC=C)Cc1ccc(F)cc1)Cc1c[nH]c2ccccc12
    4, 2.7, 0, -19, ., -7, -10
(45) CCCCc1cc(C(=O)Cc2ccccn2)c(O)cc1O
    3, 2.4, 0, -3, -11, ., -11
(46) C[C@H]1CN([C@@H](C)CO)C(=O)Cc2cc(NS(C)(=O)=O)ccc2O[C@H]1CN(C)S(=O)(=O)c1cccs1
    -5, -0.1, 6, 3, 6, -6[16.7 µM], 7
(47) Cn1cnc2ncnc(Oc3ccc(Br)cc3)c21
    -6, 0.0, -4, 9, ., 8, -1
(48) COc1ccc(C2C(C(=O)O)CC(=O)N2C2CCCCC2)cc1 (stereo not drawn)
    ., -2.1, -8, 29, ., -13, .
(49) O=C(C[C@@H]1CC[C@@H](NC(=O)CN2CCOCC2)[C@@H](CO)O1)NCCc1ccncc1
    11, -0.6, 7, 0, 1, 6[16.7 µM], -19
(50) Cc1ccccc1NC(=O)Nc1ccc2c(c1)C(=O)N(C)[C@@H]1CC[C@H](CC(=O)NCC3CC3)O[C@H]1CO2
    ?, 0.0, -6, -2, 6, -16[16.7 µM], 22
(51) O=C(CSCc1ccc(Cl)cc1)N1CCOCC1
    1, 3.3, -28, -2, 9, 24, -28
(52) O=c1nc(-c2ccccc2)nc(-c2ccccc2)[nH]1
    7, 1.2, 21, ., -3, -2, 1
(53) CN1CCN(C(=O)C[C@H]2C[C@H]3c4cc(NS(=O)(=O)c5ccc(F)cc5)ccc4O[C@H]3[C@@H](CO)O2)CC1
    -1, -0.9, 2, 3, 1, -3[16.7 µM], 0
(54) C[C@H]1CN([C@@H](C)CO)C(=O)c2c(c3ccccc3n2C)-c2ccccc2CO[C@@H]1CN(C)C(=O)[C@H]1CCCN1C
    4, -2.0, 13, -14, 7, ., 4
(55) CO[C@@H]1CN(C)C(=O)c2ccc(NC(=O)c3ccccc3F)cc2OC[C@H](C)N(C(C)=O)C[C@H]1C
    -2, 0.4, -8, 7, 0, ., -14
(56) COC(=O)C1CSC(c2ccc(Cl)cc2)N1C(=O)c1ccccc1 (stereo not drawn)
    2, -1.4, -14, -19, -17, -1, 2
(57) COc1ccc(S(=O)(=O)N(C)C[C@@H]2Oc3ccc(NC(=O)Cn4cnnn4)cc3C(=O)N([C@H](C)CO)C[C@@H]2C)cc1
    -2, 0.0, 1, 4, -3, 5[16.7 µM], .
(58) CC(C)N1C(=O)CCC1C(=O)NCc1ccco1 (stereo not drawn)
    -3, 1.6, -4, 18, -7, -2, 15
(59) CC(C)NC(=O)N1Cc2cc(C(=O)NC3CCC3)nc(-c3cccc(-c4cccnc4)c3)c2[C@H]1CCO
    -15, 1.1, -7, -3, -4, ., -2
(60) COc1ccc(OCc2nnc(SCC(=O)Nc3cccc(Cl)c3)o2)cc1
    -3, -0.7, 1, 13, -1, ., -5
(61) COc1ccc(C2=[N+](C)CCn3cccc32)c(OC)c1
    ., ., ., 1, 3, ., 8

# Values in list order from the entries so far.
# Compounds 56–59 in GSIS activator read -19, 4, 18, -3
# Compounds 56–59 in FN deposition inh read -17, -3, -7, -4

# From entry 57 as far as 58, copied from above:
# Fields – DENV2 CPE, F508del corr, EWS-Fli inh, GSIS activator, FN deposition inh, miR-122 sensor, PAX8 inh HTS
(57) COc1ccc(S(=O)(=O)N(C)C[C@@H]2Oc3ccc(NC(=O)Cn4cnnn4)cc3C(=O)N([C@H](C)CO)C[C@@H]2C)cc1
    -2, 0.0, 1, 4, -3, 5[16.7 µM], .
(58) CC(C)N1C(=O)CCC1C(=O)NCc1ccco1 (stereo not drawn)
    -3, 1.6, -4, 18, -7, -2, 15
